TIM10 inh = growth inhibitors of TIM10 yeast strain | S. cerevisiae TIM10 strain growth, BacTiter-Glo luminescence, 24 h | inhibition, % at 10 µM | 330,000 compounds, 1.4% hits | AID 463195;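 active means inhibition of 40% or more at the single tested concentration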;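 further: wild-type TIM10 isogenic control strain grown at permissive 25 °C; 0% = DMSO yeast wells and 100% = minimal medium wells without yeast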
XBP1 UPR activ = adaptive UPR (XBP1) activation | CHO-XBP1 luciferase reporter, IRE1-XBP1 UPR activation, luminescence; percent of tunicamycin response, DMSO as zero | 330,000 compounds, 0.33% hits | activation, % at 20 µM;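 active means versus positive control, 20 µM dose yields 30% or more activation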;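 further: 100% = tunicamycin at 10 µg/mL and 0% = DMSO only wells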
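Assay system: IRE1-XBP1 luciferase reporter CHO line. Input: 1000 cells/well. Buffer or medium: F12 with 10% serum. Doses: 20 µM, 1% DMSO. Times: overnight seeding at 37 °C, 6 h compound treatment at 37 °C. Technique: Steady-Glo luciferase glow luminescence, 10 min after reagent addition.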
Jurkat NFkB inh = inhibitors of the PMA/ionomycin-induced NF-kB reporter in Jurkat cells; 330,000 compounds, 0.53% hits; PMA/ionomycin-induced NF-kB luciferase reporter, luminescence; inhibition, % at 4 µM; in the data active means inhibition above about 50%
CHOP UPR activ = apoptotic UPR (CHOP) activation | CHO-CHOP luciferase reporter, luminescence; percent of tunicamycin response over DMSO baseline | activation, % at 10 µM | 330,000 compounds, 0.34% hits | AID 449763;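 active means at 10 µM dose, activation of 40% or more, normalized to positive control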;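 further: 100% = tunicamycin at 10 µg/mL and 0% = DMSO alone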
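Evaluation: % reporter activation, DMSO baseline versus tunicamycin full activation; System: CHO-CHOP luciferase reporter cell line; Input: 500 cells/well; Incubation: 6 h compound treatment, 37 °C; Measured by: Steady-Glo luciferase luminescence; Dosing: one dose, 10 µM in 0.5% DMSO; Buffer or medium: F12 medium, 10% FBS; Benchmarks: positive tunicamycin 10 µg/mL, negative DMSO alone.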
Mdm2-MdmX inh = human Mdm2/MdmX binding inhibition | inhibition, % at 8 µM | SaOS-2 split-luciferase Mdm2/MdmX complementation, luminescence | 330,000 compounds, 3% hits | O15151+Q00987;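 active means inhibition of at least 50% at 8 µM in the primary screen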
Target sequence (O15151 whole entry, looked up): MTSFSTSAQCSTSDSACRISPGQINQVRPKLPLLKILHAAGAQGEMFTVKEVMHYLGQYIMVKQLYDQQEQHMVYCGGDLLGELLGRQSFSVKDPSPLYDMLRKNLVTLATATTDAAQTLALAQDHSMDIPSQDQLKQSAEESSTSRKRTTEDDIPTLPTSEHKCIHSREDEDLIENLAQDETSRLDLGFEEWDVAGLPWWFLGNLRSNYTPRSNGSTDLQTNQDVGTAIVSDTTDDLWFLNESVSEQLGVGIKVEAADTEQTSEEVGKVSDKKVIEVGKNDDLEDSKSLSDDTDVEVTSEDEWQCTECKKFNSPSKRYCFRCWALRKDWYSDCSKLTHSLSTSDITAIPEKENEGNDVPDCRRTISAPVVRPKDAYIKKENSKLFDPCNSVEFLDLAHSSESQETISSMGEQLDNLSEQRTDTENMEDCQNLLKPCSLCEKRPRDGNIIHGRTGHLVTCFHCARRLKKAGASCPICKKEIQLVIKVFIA
Target sequence (Q00987 whole entry, looked up): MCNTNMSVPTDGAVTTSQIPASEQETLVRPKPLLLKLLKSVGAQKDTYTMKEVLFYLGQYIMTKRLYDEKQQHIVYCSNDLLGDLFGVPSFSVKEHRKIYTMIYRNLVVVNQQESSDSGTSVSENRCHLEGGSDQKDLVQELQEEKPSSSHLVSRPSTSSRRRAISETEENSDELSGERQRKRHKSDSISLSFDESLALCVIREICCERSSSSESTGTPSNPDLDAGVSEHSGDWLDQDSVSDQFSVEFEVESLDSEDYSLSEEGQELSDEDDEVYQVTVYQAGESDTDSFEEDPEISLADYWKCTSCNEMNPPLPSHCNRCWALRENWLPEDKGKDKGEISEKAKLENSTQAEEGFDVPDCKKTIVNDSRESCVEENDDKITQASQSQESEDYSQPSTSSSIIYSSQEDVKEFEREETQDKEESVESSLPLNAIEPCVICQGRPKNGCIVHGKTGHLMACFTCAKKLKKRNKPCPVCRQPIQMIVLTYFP
tim10-1 inh = tim10-1 yeast growth inhibition. S. cerevisiae tim10-1 ts strain growth, BacTiter-Glo, 24 h. inhibition, % at 20 µM. 330,000 compounds, 2.2% hits;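 active means inhibition of at least 40%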;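 further: mutant grown at 25 °C; 0% = DMSO wells with yeast and 100% = wells holding no yeast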
tim23-1 inh = growth inhibitors of tim23-1 mutant yeast | inhibition, % at 20 µM | 330,000 compounds, 1.3% hits | S. cerevisiae tim23-1 growth, BacTiter-Glo luminescence, 24 h;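 active means growth inhibition of the mutant yeast at or above 50%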;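 further: temperature-sensitive mutant grown at 25 °C; plate controls were DMSO-treated mutant yeast for no effect and medium wells lacking yeast for full effect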
697 NFkB inh = inhibitors of the PMA/ionomycin-induced NF-kB reporter in 697 B cells. 330,000 compounds, 0.33% hits. 697 B-cell NF-kB luciferase reporter, 16 h. inhibition, % at 4 µM; in the data active means inhibition above about 35%
* marks the source's active call; other numbers are inactive results.

1. Cc1cc(C)c(NC(=S)N(Cc2cccnc2)Cc2ccco2)c(C)c1
2. CCn1c2ccccc2c2cc(NC(=O)c3coc(=O)c(Br)c3)ccc21
3. CCCN(CCC)CC(O)COc1ccc([N+](=O)[O-])cc1 (stereo unspecified)
4. O=C(COC(=O)c1cccs1)Nc1cccc(S(=O)(=O)N2CCOCC2)c1
5. O=C(NCc1cccc(Cl)c1)c1cccc(S(=O)(=O)N2CCCCC2)c1
6. CC(C)Oc1ccc(C(=O)Nc2cc(=O)n(C)c(=O)n2C)cc1
7. COc1ccc(-c2cc(C(=O)OC3CCOC3=O)c3ccccc3n2)cc1OC (stereo unspecified)
8. CC(C)(C)NC(=O)CN(C(=O)C1CSC(=O)C1)c1ccc2c(c1)OCCO2 (stereo unspecified)
assay / entry	1	2	3	4	5	6	7	8
tim10-1 inh	13	1	7	-8	22	-5	35	13
697 NFkB inh	-9	-43	-2	2	12	7	22	9
tim23-1 inh	15	-11	22	9	21	-10	13	25
CHOP UPR activ	-1.0	100*	1.1	1.3	-0.4	3.2	-1.4	-2.0
XBP1 UPR activ	-3	73*	-2	-1	-1	-1	-1	-3
Mdm2-MdmX inh	9	74*	11	-11	9	-16	24	-5
Jurkat NFkB inh	9	17	3	0	7	2	7	4
TIM10 inh	8	13	-1	11	25	9	22	8

9. Cc1cc(C)n(-c2cccc(Cl)c2C#N)n1
10. NC(=S)Nc1ccc(F)c(F)c1F
11. COc1ccc(Br)cc1/C=N/NC(=O)c1cccnc1
12. O=C(OCC(=O)c1ccc(Br)s1)c1ccc(O)cc1
13. CCC(=O)Oc1ccc(C/C(=N\O)c2ccc(O)cc2O)o1
14. O=C(O)c1ccc(-c2ccc(/C=c3/sc4nc5ccccc5n4c3=O)o2)cc1Cl
15. COc1ccccc1N(C(=O)CNC(=O)c1ccco1)C(C(=O)NCC1CCCO1)c1ccccc1 (stereo unspecified)
16. CN(CCCNC(=O)c1ccc(/C=N/O)nc1)CCCN(C)Cc1ccccc1
assay / entry	9	10	11	12	13	14	15	16
tim10-1 inh	20	-7	25	-21	15	10	1	5
697 NFkB inh	9	15	13	12	13	-9	0	5
tim23-1 inh	19	-8	20	33	10	14	5	-49
CHOP UPR activ	0.6	-0.7	-1.3	5.4	2.6	2.4	-0.4	-2.9
XBP1 UPR activ	6	1	-4	9	-4	-1	-4	0
Mdm2-MdmX inh	23	-1	31	-49	42	-12	16	0
Jurkat NFkB inh	9	-3	-7	-11	14	-2	4	-9
TIM10 inh	37	-10	-5	8	-1	-1	11	-39

17. O=C(c1cccs1)N1CCCC(c2nc(-c3ccc(F)cc3)no2)C1 (stereo unspecified)
18. Cc1ccc(S(=O)(=O)N2CCCC(C(=O)NCc3ccco3)C2)cc1Cl (stereo unspecified)
19. C=CCn1c(Oc2ccc(C(=O)OC)cc2)nc2c1c(=O)n(C)c(=O)n2C
20. COC(=O)C1=CN(Cc2ccc(C)cc2)C=C(C(=O)OC)C1c1cc(OC)c(OC)c(OC)c1
21. CCOc1ccccc1N=Cc1c(O)c2ccccc2oc1=O
22. CC1(C)CC2(CCO1)CNC(=O)O2 (stereo unspecified)
23. Cc1ccc(NC(=O)Nc2cc(Cl)ccc2C2COC(=O)C2=N)cc1 (stereo unspecified)
24. CCn1c(=S)sc2nc(C)sc21
assay / entry	17	18	19	20	21	22	23	24
tim10-1 inh	17	15	21	28	9	10	-5	-3
697 NFkB inh	-35	-15	2	7	-8	6	20	-17
tim23-1 inh	26	29	12	34	17	-5	-1	-2
CHOP UPR activ	1.9	-1.0	-1.5	0.8	162*	-0.6	1.9	-1.3
XBP1 UPR activ	0	-1	5	0	179*	0	-1	0
Mdm2-MdmX inh	-26	-6	43	12	23	-10	34	7
Jurkat NFkB inh	-11	-6	20	5	-3	1	10	-19
TIM10 inh	17	-4	-8	7	17	7	2	-7

25. O=C(COC(=O)c1cccs1)Nc1cccc(S(=O)(=O)N2CCCCC2)c1
26. CSc1cccc(CN2CCCC(C(=O)Nc3cccc(-n4cccn4)c3)C2)c1 (stereo unspecified)
27. Cc1nn(-c2ccccc2)c(C)c1/C=C/C(=O)OCC(=O)Nc1ncc(Cl)cc1Cl
28. Cc1c(C#N)c(NC(=O)CCl)n(Cc2ccc(F)cc2)c1C
29. COC(=O)c1ccc(/C=C/c2c(-c3ccsc3)oc3ccc(N4CCOCC4)cc23)cc1
30. O=C(O)COCc1nc2ccccc2[nH]1
31. Cn1c2c(c(=O)n(C)c1=O)CN(Cc1ccco1)CN2
assay / entry	25	26	27	28	29	30	31
tim10-1 inh	20	37	30	11	11	5	7
697 NFkB inh	5	-17	-16	30	-6	14	13
tim23-1 inh	30	33	25	30	-7	9	9
CHOP UPR activ	0.5	0.6	-2.3	65*	0.5	-3.1	-2.3
XBP1 UPR activ	-3	-5	-4	0	5	0	-7
Mdm2-MdmX inh	18	18	-16	89*	57*	4	-3
Jurkat NFkB inh	-5	0	-5	4	-18	-11	6
TIM10 inh	14	18	-3	17	-4	-1	0

Filtered by structure, those above containing a furan ring, fused or not.
1. Cc1cc(C)c(NC(=S)N(Cc2cccnc2)Cc2ccco2)c(C)c1
13. CCC(=O)Oc1ccc(C/C(=N\O)c2ccc(O)cc2O)o1
14. O=C(O)c1ccc(-c2ccc(/C=c3/sc4nc5ccccc5n4c3=O)o2)cc1Cl
15. COc1ccccc1N(C(=O)CNC(=O)c1ccco1)C(C(=O)NCC1CCCO1)c1ccccc1 (stereo unspecified)
18. Cc1ccc(S(=O)(=O)N2CCCC(C(=O)NCc3ccco3)C2)cc1Cl (stereo unspecified)
29. COC(=O)c1ccc(/C=C/c2c(-c3ccsc3)oc3ccc(N4CCOCC4)cc23)cc1
31. Cn1c2c(c(=O)n(C)c1=O)CN(Cc1ccco1)CN2
assay / entry	1	13	14	15	18	29	31
tim10-1 inh	13	15	10	1	15	11	7
697 NFkB inh	-9	13	-9	0	-15	-6	13
tim23-1 inh	15	10	14	5	29	-7	9
CHOP UPR activ	-1.0	2.6	2.4	-0.4	-1.0	0.5	-2.3
XBP1 UPR activ	-3	-4	-1	-4	-1	5	-7
Mdm2-MdmX inh	9	42	-12	16	-6	57*	-3
Jurkat NFkB inh	9	14	-2	4	-6	-18	6
TIM10 inh	8	-1	-1	11	-4	-4	0

Screening data deposited in PubChem by Sanford-Burnham Center for Chemical Genomics.
